# Screening data (PubChem BioAssay)
# Pf growth 48h: P. falciparum growth inhibition at 48 hours (one generation) | 310,000 tested, 5.9% active | P. falciparum luciferase growth in erythrocytes, 48 h | Potency, µM (doses to about 28.7 µM), without a hit: top-dose activity change, negative = inhibition, actives largely listed as inhibitors | AID 504832
#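 Growth was read as firefly luciferase luminescence after a 48 h, 37 C, 5% CO2 exposure of compounds to reporter-bearing P. falciparum cultures (0.1% parasitemia, 2% hematocrit final) in Albumax-supplemented RPMI 1640.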
# Pf growth 96h: P. falciparum growth inhibition at 96 hour, primary screen for plastid delayed-death inhibitors; 320,000 tested, 6.9% active; P. falciparum luciferase reporter growth, 96 h; Potency, µM (doses to about 28.7 µM), for inactives: at the highest dose activity change, negative = inhibition, hits mostly inhibitors
#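 Infected RBCs, 2% Hct / 0.05% parasitemia final; luciferase-reporter P. falciparum; cpd 96 h, 37 C, 5% CO2; luciferase detection reagent; luminescence.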
# LmPK inh: inhibitors of Leishmania mexicana pyruvate kinase. 290,000 tested, 0.37% active. Potency, µM (doses to about 57.5 µM), inactives show at the highest dose activity change, negative = inhibition, actives largely listed as inhibitors. AID 1721. Q27686. purified LmPK, Kinase-Glo ATP luminescence, 1 h
# Target sequence (Q27686 whole entry, looked up): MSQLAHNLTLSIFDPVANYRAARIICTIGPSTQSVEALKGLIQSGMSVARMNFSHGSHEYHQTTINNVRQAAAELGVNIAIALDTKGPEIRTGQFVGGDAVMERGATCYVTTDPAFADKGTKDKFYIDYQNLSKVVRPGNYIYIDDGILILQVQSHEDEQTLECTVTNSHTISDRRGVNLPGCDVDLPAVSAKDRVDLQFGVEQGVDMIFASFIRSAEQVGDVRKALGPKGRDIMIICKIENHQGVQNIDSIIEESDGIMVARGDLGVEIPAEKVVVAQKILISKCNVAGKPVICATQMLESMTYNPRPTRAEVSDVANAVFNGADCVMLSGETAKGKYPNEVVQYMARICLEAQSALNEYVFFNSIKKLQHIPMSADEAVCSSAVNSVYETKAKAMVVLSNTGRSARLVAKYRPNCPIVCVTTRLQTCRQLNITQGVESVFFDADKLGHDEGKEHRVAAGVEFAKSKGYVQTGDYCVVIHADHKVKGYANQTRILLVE
#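 In 50 mM imidazole pH 7.2 with 7 mM MgCl2, LmPK (0.1 nM) turned over PEP (0.5 mM) and ADP (0.1 mM) for 1 h at room temperature. Luciferase read-out of ATP.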
# Sm TGR block: inhibitors of Schistosoma mansoni thioredoxin glutathione reductase; Potency, µM (series often up to 114 µM), without a hit: at the highest dose activity change, negative = inhibition, usual class: inhibitors; purified TGR, DTNB reduction, TNB absorbance 405 nm; 360,000 tested, 3% active; Q962Y6; AID 485364; further: nearly all actives have a fitted effect of over 60% in size
#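 First, TGR (20 nM dispensed) and NADPH were mixed with compound. Second, a 15 min room-temperature incubation followed. Third, further NADPH and then DTNB were added to start the reaction. Finally, TNB absorbance was monitored kinetically.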
# HCV inhibitor: blocks hepatitis C virus; Huh7.5.1 HCVcc-Cre infection, luciferase reporter, 44 h; Potency, µM (series often up to 41.8 µM), inactives show top-dose activity change, negative = inhibition, usual class: inhibitors; 340,000 tested, 3.4% active; AID 651820
#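 Whole-lifecycle infectious HCVcc-Cre system; cells 1,000/well, compound then virus (~0.5 moi) added 4 h after plating, 44 h culture. Luciferase read 15 sec following 15 min substrate incubation, room temp.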
# TbPYK inhibitor: T. brucei pyruvate kinase inhibition; Q57TT1; TbPYK enzyme, Kinase-Glo Plus ATP luminescence, 45 min; Potency, µM (titrated, usually from 76.8 µM), for the others: at the highest dose activity, negative = inhibition, most hits filed as inhibitors; 410,000 tested, 0.12% active; further: nearly all actives have a fitted effect of over 50% in size
#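 TbPYK + substrate in 50 mM TEA pH 7.2, 100 mM KCl, 10 mM MgCl2, 0.05% BSA, 0.01% Tween-20; cpd pinned; ADP 130 uM final; 45 min RT; Kinase-Glo Plus 10 min; luminescence endpoint.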
# The depositor's hits bear a star; ? = inconclusive; / = no result given; & = joins results of further samples; [ ] = another dose, or the depositor's remark. The call rests on the fitted dose curve; in most records, active means well fitted curve in the direction sought with a large enough effect; inconclusive means small, poorly fitted or top-dose-only effect, or another doubt; inactive means no such curve, though single readings can be large; an effect the other way counts as inactive or inconclusive. On the % scale 0 is the no-effect control and ±100 the full control effect; potency means the concentration at half of the fitted maximal effect. Rows were taken by chance; about 16% have a hit in one of these screens.
SMILES,Pf growth 48h,Pf growth 96h,LmPK inh,Sm TGR block,HCV inhibitor,TbPYK inhibitor
O=C(CSc1nc(Nc2ccccc2)nc(N2CCOCC2)n1)Nc1cccc([N+](=O)[O-])c1,?,?,6.0%,1.0%,?,-4.0%
COc1cc2c(cc1OC)CN(C(=S)Nc1c(C)cccc1C)CC2,16.7%,23.9%,-9.9%,-1.8%,0.5%,-7.0%
CN1C(=O)c2cccc3c(S(N)(=O)=O)ccc1c23,12.3%,0.0%,0.6%,-0.9%,2.9%,-8.1%
CCc1nonc1NC(=O)c1oc2cc(C)c(Cl)cc2c1C,38.1%[activator],14.8%,4.9%,-7.5%&-1.2%,-14.1%,0.9%&-13.0%
CC(C)N1CCN(C2CSCCSC2)CC1CCO (stereo unspecified),-9.9%,13.9%,-3.5%,-3.7%,2.5%,-6.8%
O=C(NC(=S)Nc1ccc(Cl)cn1)c1cc([N+](=O)[O-])ccc1N1CCOCC1,?,60.8%[activator],-12.8%,12.1%,-13.5%,1.4%
Cc1ccc(-c2nnc(SCC(N)=O)nc2-c2ccc(C)cc2)cc1,-15.1%,-14.1%,-2.1%,-3.9%,-0.8%,1.1%
C(/C=C/c1ccccc1)=N/N1CCN(c2ccccc2)CC1,101.8%[activator],88.2%[activator],-20.1%,7.8%,15.3%,-3.8%
Nc1c(NCCN2CCCCC2)c2ccccc2oc1=O,0.2%,?,-3.5%,28.2µM*,-23.8%,4.9%
COCCSc1ccccc1C(=O)Nc1cc(C)cc(C)c1,0.9%,35.4%,-0.7%,/,?,1.2%
O=C(O)C1CCN(c2ncccn2)CC1,0.0%,253.4%[activator],0.2%,-25.4%,17.2%,3.5%
CCCCNC(=O)CC1N=C2c3ccccc3N=C(SCC(=O)Nc3cccc(OC)c3)N2C1=O (stereo unspecified),?,?,0.0%,14.1%,-21.0%,-3.9%

# Some of the entries above, reformatted:
Compound | Pf growth 48h | Pf growth 96h | LmPK inh | Sm TGR block | HCV inhibitor | TbPYK inhibitor
O=C(CSc1nc(Nc2ccccc2)nc(N2CCOCC2)n1)Nc1cccc([N+](=O)[O-])c1 | ? | ? | 6.0% | 1.0% | ? | -4.0%
Nc1c(NCCN2CCCCC2)c2ccccc2oc1=O | 0.2% | ? | -3.5% | 28.2µM* | -23.8% | 4.9%
COCCSc1ccccc1C(=O)Nc1cc(C)cc(C)c1 | 0.9% | 35.4% | -0.7% | / | ? | 1.2%
COc1cc2c(cc1OC)CN(C(=S)Nc1c(C)cccc1C)CC2 | 16.7% | 23.9% | -9.9% | -1.8% | 0.5% | -7.0%
O=C(NC(=S)Nc1ccc(Cl)cn1)c1cc([N+](=O)[O-])ccc1N1CCOCC1 | ? | 60.8%[activator] | -12.8% | 12.1% | -13.5% | 1.4%
C(/C=C/c1ccccc1)=N/N1CCN(c2ccccc2)CC1 | 101.8%[activator] | 88.2%[activator] | -20.1% | 7.8% | 15.3% | -3.8%

# Following part
SMILES,Pf growth 48h,Pf growth 96h,LmPK inh,Sm TGR block,HCV inhibitor,TbPYK inhibitor
COc1ccc(NC(=O)CSc2c3c(nc4cc(Cl)ccc24)CCCC3)cc1OC,1.6%,22.8%,2.6%,1.0%,?,1.3%
Fc1ccccc1N1CCN(C(c2ccccn2)c2nnnn2C2CCCCC2)CC1 (stereo unspecified),10.4µM*,-5.8%,9.5%,?,5.2%,-6.4%
O=c1c2ccccc2nc(N/N=C/c2c(O)ccc3ccccc23)n1O,0.522µM*,0.465µM*,2.6%,1.6%,0.891µM*,-11.8%
CCC(CO)N=CC1=C(O)C(C(=O)c2ccccc2)CCC1=O (stereo unspecified),16.0%,6.8%,4.9%,6.5%,16.2%,-4.2%
O=c1cc(N2CCCC2)[nH]c(=O)n1-c1ccc(Cl)cc1,11.9%,30.8%[activator],3.4%,-3.4%,?,4.0%
O=C(Nc1ccc2c(c1)OCCO2)c1cc2ccccc2o1,247.9%[activator],-21.2%,-8.1%,1.1%,22.4µM*,-6.0%
O=C(OCc1cncs1)c1cccs1,1.8%,3.6%,-0.3%,1.3%,12.3%,-4.2%
CCCn1c(C(=O)c2ccc(OC)cc2)nc2ccccc21,7.9%,-1.2%,1.2%,0.8%,-15.0%,1.5%
CCCOc1ccc(C(=O)NC2CCSc3ccccc32)cc1 (stereo unspecified),?,-16.1%,-0.9%,27.1%,-24.4%,-4.5%
CCCn1c(=O)c(Cc2ccccc2)c(O)c2ccccc21,-6.4%,40.4%[activator],7.1%,1.4%,11.7%,-4.2%
COCCCNC(=O)CN(CCc1ccccc1)S(=O)(=O)c1ccc(C)cc1,?,?,1.9%,4.7%,-2.8%,-1.5%
CCOc1ccc(C(=O)Nc2ccc(Cc3ccncc3)cc2)cc1Br,-9.7%,?,7.2%,-0.8%,?,0.9%
Cn1c(=O)c2c(SCc3c(F)cccc3Cl)nc(CC(C)(C)C)nc2n(C)c1=O,4.8%,18.3%,-0.3%,14.1%,-3.8%,7.4%
O=C(c1ccc2c(c1)N(Cc1ccc(F)cc1)CCS2)N1CCC2(CC1)OCCO2,?,?,8.9%,-0.5%,-24.8%,0.5%
NNC(=O)CSc1nc(-c2ccccc2)cn1-c1ccccc1,-19.9%,?,0.4%,0.1%,-21.1%,-5.6%
CCOCCCNC(=S)N1C2CCC1CC(NC(=O)NC13CC4CC(CC(C4)C1)C3)C2 (stereo unspecified),4.65µM*,3.7µM*,3.9%,17.1%,10.2%,0.1%
Cc1ccc(NC(=O)COC(=O)C(NS(=O)(=O)c2ccc(Cl)cc2)C(C)O)cc1C (stereo unspecified),?,?,6.4%,44.7µM*,15.7%,-10.3%
CCn1c(SCC(=O)Nc2ccc(OC)c(OC)c2)nnc1-c1cccs1,-24.2%,?,-4.0%,-0.9%,7.0%,7.6%
O=C(NCc1ccccn1)Nc1ccc2c(c1)OCO2,74.3%[activator],9.0%,0.1%,-1.8%,-9.2%,0.0%
CC1CCCC(NC(=O)COC(=O)/C=C/c2ccc(S(=O)(=O)N3CCOCC3)cc2)C1C (stereo unspecified),8.4%,3.6%,-0.2%,6.7%,-2.5%,2.0%
CCN(CCn1cccn1)C(=O)CCc1nnc(-c2ccc3c(c2)OCO3)o1,20.3%,?,-3.7%,16.6%,4.6%,1.9%
C=CCn1c(SCC(=O)Nc2cc(C)c(Cl)cc2OC)nnc1-c1ccco1,0.0%,3.2%[5.75 µM],0.0%,67.4%[activator],?,1.1%
Cc1ccc(C(=O)NCC(=O)NC2CCCCCC2)cc1,16.6%,?,-5.4%,-5.0%,-4.4%,-7.3%
COc1ccccc1/C=C/C(=O)OCC(=O)c1c(N)n(C)c(=O)n(C)c1=O,-9.3%,-6.1%,1.3%,-3.1%,3.2%,-13.8%
CSc1ccc(/C=N/n2c(C)nc3ccccc3c2=O)cc1,55.4%[activator],45.1%[activator],-0.3%,3.1%,5.3%,0.7%
COc1ccccc1NC(=O)CCC(=O)OC(C)C(=O)c1ccccc1 (stereo unspecified),25.2%,-3.1%,0.0%,1.9%,16.3%,-3.9%
Cc1ccc(NC(=O)NNC(=O)c2ccccc2)cc1,71.4%[activator],1.6%,-2.0%,/,11.4%,-25.7%
C=C(C(=O)c1ccccc1)C(c1ccccc1)C(C)C(=O)c1ccccc1 (stereo unspecified),?,11.7µM*,1.4%,7.1%,4.3%,-5.1%
O=C(Nc1ccccc1C(F)(F)F)N1CCN(c2ccccn2)CC1,13.3%,39.2%[activator][5.75 µM],-1.4%,7.7%,13.0%,0.4%
CN(C)CCNc1oc(COc2ccc(Cl)cc2Cl)nc1C#N,-27.3%,?,3.0%,?,-22.5%,0.3%
CCN1CCN(C(=O)C2CCCN(S(=O)(=O)c3cc(Cl)ccc3Cl)C2)CC1 (stereo unspecified),?,-26.5%,-3.4%,1.6%,/,-4.3%
CCCc1nnc(NC(=O)Cn2c(=O)sc3ccccc32)s1,0.0%,/,4.1%,0.0%,8.0%,3.1%
CCOC(=O)Cn1c(CN2CCOCC2)nc2c1c(=O)n(C)c(=O)n2C,17.4%,-9.5%,-3.5%,4.8%,-1.5%,1.7%
COc1cccc(CNC(=O)c2cnc(-c3ccccn3)nc2C(F)(F)F)c1,4.8%,14.9%,-0.8%,9.1%,-6.2%,-3.5%
CCc1n[nH]c(=S)n1/N=C/C(C)=C\c1ccccc1,29.4%,6.2%,28.8%,-8.4%,1.6%,0.6%
COc1ccc(OC)c(C(=O)c2ccc(C(=O)Nc3ccc(NC(C)=O)cc3)cc2)c1,2.4%,-4.9%,1.2%,4.6%,/,-5.9%

# Results in LmPK inh (4 entries from above):
SMILES	LmPK inh
COc1ccccc1NC(=O)CCC(=O)OC(C)C(=O)c1ccccc1 (stereo unspecified)	0.0%
Cc1ccc(NC(=O)NNC(=O)c2ccccc2)cc1	-2.0%
C=C(C(=O)c1ccccc1)C(c1ccccc1)C(C)C(=O)c1ccccc1 (stereo unspecified)	1.4%
O=C(Nc1ccccc1C(F)(F)F)N1CCN(c2ccccn2)CC1	-1.4%

# More structures:
SMILES,Pf growth 48h,Pf growth 96h,LmPK inh,Sm TGR block,HCV inhibitor,TbPYK inhibitor
CCN(CC)CCNC(=O)c1ccc2c(=O)n(C3CCCC3)c(=S)[nH]c2c1,2.33µM*,3.3%,-3.5%,-3.8%,?,-5.4%
COc1ccccc1CNC(=O)CN1CCN(S(=O)(=O)c2cccs2)CC1,?,?,2.7%,-18.6%,6.2%,-0.4%
C/C(=C\C(=O)C(F)(F)F)Nc1ccc(C(F)(F)F)cc1,1.8%,20.7%,-2.8%,0.0%,1.6%,-4.9%
Cc1noc(C)c1COC(=O)Cn1c(C)nc2ccccc21,7.6%,/,-1.6%,3.4%,5.9%,0.4%
COc1ccc(-c2nc3ccccn3c2NCc2ccc3c(c2)OCO3)cc1,36.3%[activator],-84.7%,-21.7%,-22.5%,-20.6%,-3.5%
CCOCCCN(C(=O)CCC(=O)Nc1cc(C)on1)C(C(=O)NC(C)(C)CC)c1cccc(OC)c1OC (stereo unspecified),-10.2%,-19.2%,-2.8%,-14.3%,3.8%,-2.8%
S=C(NCCc1ccccc1)Nc1ccccc1Cl,?,?,0.2%,-12.8%,-23.8%,-8.5%
CCOC(=O)C1CCN(C(c2ccccn2)c2c(C)[nH]c3ccccc23)CC1 (stereo unspecified),2.1%,/,12.0%,0.282µM*,22.4%,0.0%
COc1ccc(NS(=O)(=O)c2cc(NC(=O)Cc3cccs3)ccc2C)cc1,-13.1%,-11.0%,0.3%,-1.1%,30.4%[activator],-0.7%
CC(=O)c1c(C)[nH]c(C(=O)Nc2ccc(F)c(F)c2F)c1C,13.1µM*,?,-1.2%,-0.7%,?,5.2%
CC(C)CNC(=O)c1cnn2c(C(F)(F)F)cc(C(F)(F)F)nc12,2.0%,3.3%,0.7%,-22.4%,1.7%,-2.6%
COc1ccc(CCNC(=O)c2coc3ccccc3c2=O)cc1OC,?,?,0.0%,5.3%,-7.5%,0.4%
O=C(O)Cn1cc(/C=C2\C(=O)NC(=O)N(c3ccc(Br)cc3)C2=O)c2ccccc21,?,0.0%,0.2%,?,15.2%,-10.1%
CN(C)c1ccc(CNC(=O)CCS(=O)(=O)c2ccc3c(c2)n(C)c(=O)c(=O)n3C)cc1,-12.2%,0.9%,-5.6%,3.2%,10.4%,3.6%
CCC(C)NC(=O)c1ccccc1NC(=O)CN(c1ccc(OC)cc1)S(C)(=O)=O (stereo unspecified),/,-25.8%,-0.2%,5.1%,-0.1%,-1.3%
COc1cc(CC(=O)NC2CCCc3ccccc32)cc(OC)c1OC (stereo unspecified),0.0%,-10.2%,1.0%,7.0%,-24.0%,2.3%
